Screens from PubChem BioAssay.
ALDH1A1 block = ALDH1A1 (human) enzyme inhibition | P00352 | Purified ALDH1A1, NADH fluorescence, propionaldehyde substrate | Potency, µM (doses to about 75.3 µM), for inactives: top-dose activity, negative = inhibition, usual class: inhibitors | hit rate 7.3% among 220,000 | AID 1030; active = well fitted inhibition curve with a large enough effect, not every such curve was filed as active; inconclusive = small, poorly fitted or top-dose-only effect, or another doubt; inactive = no such curve, though single readings can be large or run the other way;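 note: plate controls were no enzyme wells and a reference inhibitor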
Lamin A splicing = LMNA splicing modulation. HeLa LMNA splicing GFP/RFP minigene ratio, 48 h. AID 1487. Potency, µM (top dose mostly 46.1 µM), for inactives: at the highest dose ratio change, negative = inhibition, usual class: inhibitors. hit rate 0.01% among 200,000; active = well fitted inhibition curve with a large enough effect in the signal ratio, with a control signal flat, not every such curve was filed as active; inconclusive = small, poorly fitted or top-dose-only effect, or effect the other way, or a change in a side signal; the % refers to the signal ratio; note: % is set by controls: 0 for no effect and ±100 for the full control effect
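S3 HeLa cells stably expressing lamin A-EGFP splicing minigene plus DsRed2, 600 cells/well, 48 h compound exposure at 37C. Laser-scanning cytometry; analysed as GFP (500-530 nm)/RFP (575-640 nm) total intensity ratio; 0.5% DMSO vehicle.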
TRb-SRC2 inh = TRbeta-SRC2 interaction inhibition | Potency, µM (doses to about 106 µM), inactives show top-dose activity change, negative = inhibition, most hits filed as inhibitors | hit rate 0.065% among 280,000 | P10828 | TRbeta-SRC2 peptide binding, fluorescence polarization; receptor liganded with 1 µM T3;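 note: plate controls were bound peptide for no effect and peptide without receptor for full effect; nearly all actives have a fitted effect of over 50% in size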
Target sequence (P10828 whole entry, looked up): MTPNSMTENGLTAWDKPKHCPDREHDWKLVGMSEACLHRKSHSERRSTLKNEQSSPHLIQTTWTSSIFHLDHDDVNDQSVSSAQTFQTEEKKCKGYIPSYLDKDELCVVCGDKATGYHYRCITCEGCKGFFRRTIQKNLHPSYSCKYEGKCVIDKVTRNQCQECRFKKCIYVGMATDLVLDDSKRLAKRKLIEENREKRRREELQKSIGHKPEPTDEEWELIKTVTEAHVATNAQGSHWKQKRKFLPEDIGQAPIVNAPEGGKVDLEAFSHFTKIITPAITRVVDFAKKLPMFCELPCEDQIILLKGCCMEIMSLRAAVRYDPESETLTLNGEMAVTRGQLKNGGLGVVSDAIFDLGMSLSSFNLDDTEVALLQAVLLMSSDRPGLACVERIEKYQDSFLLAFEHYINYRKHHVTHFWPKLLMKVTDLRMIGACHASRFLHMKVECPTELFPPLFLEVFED
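Fluorescence polarization of 20 nM Texas Red SRC2 peptide with 0.6 uM human TRb ligand-binding domain, in Tris buffer with 1uM T3 and 5% DMSO. Incubated 5 hr ambient; normalized to unbound and bound controls.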
GoLoco inh red = RGS12 GoLoco-Gai1 interaction inhibition. Gai1:RGS12 GoLoco peptide FP, rhodamine, 10 min. P63096. hit rate 0.44% among 230,000. Potency, µM (titrated, usually from 61.6 µM), without a hit: at the highest dose activity, negative = inhibition, most hits filed as inhibitors; active = well fitted inhibition curve with a large enough effect, not every such curve was filed as active; inactive = no such curve, though single readings can be large or run the other way; note: % is set by controls: 0 for no effect and ±100 for the full control effect; nearly all actives have a fitted effect of over 30% in size; many of its hits are not listed in these tables
Target sequence (P63096 whole entry, looked up): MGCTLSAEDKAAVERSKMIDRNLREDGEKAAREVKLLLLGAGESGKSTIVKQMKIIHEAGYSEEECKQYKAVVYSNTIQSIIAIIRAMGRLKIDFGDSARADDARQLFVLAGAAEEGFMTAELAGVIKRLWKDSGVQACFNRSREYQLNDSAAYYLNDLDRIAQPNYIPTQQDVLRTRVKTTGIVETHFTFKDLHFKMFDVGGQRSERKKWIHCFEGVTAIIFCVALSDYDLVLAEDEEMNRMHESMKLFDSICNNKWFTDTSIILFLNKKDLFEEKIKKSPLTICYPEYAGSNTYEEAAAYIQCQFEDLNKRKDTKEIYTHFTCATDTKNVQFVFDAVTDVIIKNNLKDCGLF
RECQ1 helicase = blocks DNA unwinding by human RECQ1; AID 2549; Potency, µM (titrated, usually from 57.3 µM), for inactives: at the highest dose activity, negative = inhibition, usual class: inhibitors; RECQ1 DNA unwinding, red fluorescence kinetic read; hit rate 0.54% among 240,000;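 note: plate controls were vehicle for no effect and no enzyme for full effect; nearly all actives have a fitted effect of over 30% in size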
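50 nM RECQ1T1 preincubated 15 min with compound in Tris pH 8.0 buffer with MgCl2, DTT, Tween-20 and 2.5 ug/ml poly(dI-dC); started with 200 nM TAMRA/BHQ-2 forked duplex and 2 mM ATP. Unwinding read as fluorescence (525/598 nm), two reads 2 h apart.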
TR SRC2 fluor cs = alters Texas Red total fluorescence, flagging assay interference | TRb/SRC2 Texas Red total fluorescence interference | Potency, µM (doses to about 106 µM), for inactives: at the highest dose fluorescence change, negative = quenching | hit rate 0.29% among 280,000 | AID 1479; active = well fitted curve in either direction with a large enough effect; inconclusive = small, poorly fitted or top-dose-only effect; note: % is set by controls: 0 for no effect and ±100 for the full control effect
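Human TRb ligand-binding domain at 0.6 uM with 20 nM Texas Red SRC2 peptide in Tris buffer containing 1 uM T3 and 5% DMSO, incubated with compound 5 h at ambient temperature. Total fluorescence (555/632 nm) calculated as parallel + 2 × perpendicular.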
SMN2 splice enh = enhancers of SMN2 splice variant expression; Potency, µM (highest dose often 46.1 µM), for the others: at the top dose activity change, positive = activation, usual class: activators; HEK293 SMN2-luciferase splicing reporter, luminescence, 30-36 h; hit rate 2.8% among 210,000; note: % of control where 0% means no effect; nearly all actives have a fitted effect of over 55% in size
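HEK293 cells carry an SMN2 minigene-luciferase reporter in which exon 7 inclusion puts luciferase in frame. Cells were seeded at 2000 cells/well, attached for 10-12 hours, then exposed to compounds for 30-36 hours at 37C before ONE-Glo luminescence.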
KDM4E inh = inhibitors of human JMJD2E histone demethylase; JMJD2E catalytic domain, FDH-coupled NADH fluorescence (FDH is formaldehyde dehydrogenase); Potency, µM (highest dose often 57.1 µM), without a hit: at the top dose activity change, negative = inhibition, hits mostly inhibitors; B2RXH2; hit rate 1.6% among 230,000; active = well fitted inhibition curve with a large enough effect, not every such curve was filed as active; inconclusive = small, poorly fitted or top-dose-only effect, or another doubt; inactive = no such curve, though single readings can be large or run the other way;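 note: 0% = wells with enzyme and -100% = buffer wells without enzyme; nearly all actives have a fitted effect of over 50% in size; many of its hits are not listed in these tables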
The depositor's hits bear a star; i = inactive; ? = inconclusive; . = no result given; [ ] = another dose, or the depositor's remark. Unless noted, calls come from the whole dose curve; as a rule, active = well fitted curve in the direction sought with a large enough effect; inconclusive = small, poorly fitted or top-dose-only effect, or another doubt; inactive = no such curve, though single readings can be large; an effect the other way counts as inactive or inconclusive. Potency is the fitted concentration of half-maximal effect. The list is partial; count on the stated rates, not on these rows.

SMILES	ALDH1A1 block	Lamin A splicing	TRb-SRC2 inh	GoLoco inh red	RECQ1 helicase	TR SRC2 fluor cs	SMN2 splice enh	KDM4E inh
CC(C)C(c1nnnn1Cc1ccccc1)N1CCN(Cc2ccc3c(c2)OCO3)CC1 (configuration not stated)	-13%	?	-8%	7%	3%	-1%	-17%	4%
CCOc1cc(NC(=S)NC)c(OCC)cc1NC(=O)c1cccs1	.	.	-3%	4%	-2%	1%	.	-4%
CCN(CC)c1ccc2cc(C(N)=O)c(=O)oc2c1	?	2%	2%	-2%	7%	1%	?	-5%
N#Cc1cnn2ccn(C3OC(CO)C(O)C3O)c12 (configuration not stated)	17%	.	-2%	1%	7%	1%	.	6%
Cc1nn(S(=O)(=O)c2ccc(Cl)cc2)c(C)c1Sc1ccc([N+](=O)[O-])cc1	?	?	-1%[53 µM]	-3%	-2%	-3%[53 µM]	.	5%
CC(C)n1cnc2c(Nc3ccc(C(=O)O)cc3)nc(Cl)nc21	.	.	-9%	9%	-7%	-3%	.	-11%
O=C(CSc1nc(-c2ccccc2)ns1)N1CCOCC1	13µM*	-3%[46 µM]	-5%	-6%	2%	1%	.	-1%
CCc1c(C)nc(N)n2c(SCC(=O)N3CCCc4ccccc43)nnc12	?	-15%	-14%	5%	-13%	1%	-10%	2%
Cc1ccc(NC(=O)COC(=O)c2ccc3c(c2)NC(=O)C2CCCN32)cc1 (configuration not stated)	?	8%	1%	19%	-3%	11%	21%	?
COc1ccc(N2CCN(C(=O)CSc3ncnc4c3cnn4-c3ccc(OC)cc3)CC2)cc1	5%	8%	4%	-2%	-6%	-2%	-25%	2%
O=C(Nc1cnccn1)Nc1ccc(Cl)cc1Cl	6%	.	-5%	2%	i	0%	.	?
CCN1CCN(CC(=O)N2N=C(c3cccs3)CC2c2ccc(C)cc2)C(=O)C1=O (configuration not stated)	-1%	-6%[46 µM]	-1%	4%	11%	-2%	10%	?
Nc1nonc1-c1nc2ccccc2n1Cc1ccc(Cl)cc1	5%	8%	-2%	5%	-5%	-1%	-8%	5%
COc1ccccc1NS(=O)(=O)c1cc(NC(=O)C2CCCC2)ccc1N1CCOCC1	10µM*	?	2%	0%	-22%	-6%	21%	-18%
O=c1c2ccccc2nc(CSc2nnnn2-c2ccccc2)n1-c1cccc(C(F)(F)F)c1	11%	9%	2%	9%	-10%	-2%	-20%	6%
Cc1nn(-c2nc3ccccc3[nH]2)c(N)c1-c1ccccc1	1%	?	-5%	7%	-13%	-4%	2µM*	-23%
CN(C)C(=O)CN1C(=O)C2CCCCN2C(=O)c2ccccc21 (configuration not stated)	1%	0%	-11%	0%	-16%	-1%	-17%	-5%
CC1C(C#N)=C(N)OC2=C1C(=O)CC(C)(C)C2 (configuration not stated)	-7%	0%	-11%	4%	-11%	1%	0%	-2%
CCOC(=O)c1ccc(N2C(=O)c3n[nH]c(C)c3C2c2ccccc2)cc1 (configuration not stated)	?	-5%	-2%	3%	-2%	-2%	-24%	-1%
O=C(CN1CCCC1)Nc1ccc([N+](=O)[O-])cc1Cl	15%	.	1%	1%	i	-2%	-17%	1%
COC(=O)c1ccccc1NC(=O)N1c2ccccc2CC1C (configuration not stated)	?	?	-15%	3%	-4%	0%	-10%	-11%
Cc1cccc2sc(NC(=O)c3cc(S(=O)(=O)N(C)C)ccc3N3CCCC3)nc12	?	?	10%	19%	i	2%	-28%	?
Cc1ccccc1-n1c(CSC(=N)N)nc2ccccc2c1=O	?	24%	11%	17%	-1%	-3%	5%	?
CCOC(=O)N1CCN(C(=O)c2oc3ccc(S(=O)(=O)N4CCCCCC4)cc3c2C)CC1	-4%	?	0%	3%	-16%	-2%	-68%[inhibitor]	3%
CCN(CC)CCCNC(=O)c1cc2c(=O)n(C)c3ccccc3c2n1C	?	-12%	4%	2%	-3%	2%	30%	?
COc1ccc2c(c1)CCC/C2=N\NC(=O)c1ccoc1C	-4%	-4%	3%	-11%	1%	-2%	8%[1.84 µM]	2%
COc1ccc(/C=C/C2=CC(C)(C)NC(=S)N2)c(OC)c1	0.71µM*	.	0%	16%	i	-1%	?	-13%
Cc1cc(N2CCCC2=O)cc(C)c1S(=O)(=O)Nc1c(C)nn(C)c1C	-1%	.	-4%	7%	-2%	-3%	-16%	-2%
COc1cccc(C(=O)N(C)c2nnc(-c3ccncc3)s2)c1	0%	-3%	-3%	-4%	i	1%	-5%	?
CSCCC(C(=O)NCc1cccs1)N1C(=O)c2ccccc2C1=O (configuration not stated)	4%	-2%	-12%	2%	-8%	-2%	5%	10%
O=C(Nc1ccc(S(=O)(=O)N2CCOCC2)cc1)c1cc(-c2ccccc2O)n[nH]1	.	.	10%	-5%	-13%	-1%	.	1%
COc1ccc(C2(C(=O)Nc3ccc(S(N)(=O)=O)cc3)CCCC2)cc1	6%	?	5%	16%	-4%	2%	-1%	8%
Cn1nc(-c2ccc(Cl)cc2)nc2c(=O)n(C)c(=O)nc1-2	?	?	?	-8%	1.6µM*	-6%	?	?
C/C(=N/NC(=O)CNC(=O)c1ccccn1)c1ccc([N+](=O)[O-])cc1	?	.	-4%	19%	-7%	-1%	-21%	14%
CCc1ccc(Oc2cc(Cl)nc(N)n2)cc1	5%	-5%	10%	6%	7%	-1%	?	-4%
COC(=O)c1sccc1NC(=O)CC1C(=O)NCCN1C(=O)c1ccc(C)c(C)c1 (configuration not stated)	.	.	-4%	5%	i	-2%	.	-7%
COC(=O)/C=C1\N/C(=N\c2nc(C)cc(C)n2)N(c2ccc(C)c(C)c2)C1=O	-16%	?	-2%	7%	-2%	0%	-27%	5%
O=S(=O)(NC1=NCCCCC1)c1cccs1	-6%	7%	-15%	-3%	i	2%	-5%	-1%
O=C(COC(=O)c1ccc(CO)cc1)NCc1cccs1	5%	8%	-2%	-5%	-11%	-1%	-19%	10%
COc1ccc(C(=O)Nc2ccccc2-c2nnn(CC(=O)Nc3ccc4c(c3)OCCO4)n2)cc1	7%	-5%	6%	4%	-3%	-4%	6%	12%
O=C(N=Nc1c(O)[nH]c2ccc(Br)cc12)c1cc(-c2cccc3ccccc23)n[nH]1	3%	-3%	-6%[53 µM]	-2%	0%	0%[53 µM]	7%	9%
Cc1ccc(S(=O)(=O)N2CCOCC2)cc1NC(=O)CSc1cccc[n+]1[O-]	-6%	-8%	-1%	.	-2%	-2%	.	-1%
COc1ccc(C(=O)Nc2ccccc2C(=O)NC(Cc2ccc(O)cc2)C(=O)NNC(=O)c2ccc(C)cc2)cc1 (configuration not stated)	?	-16%	1%	2%	-22%	1%	-1%	?
CCOCC(=O)Nc1nc2ccccc2s1	22µM*	-10%	0%	7%	14%	-1%	14µM*	?
CC(C)=CC(=O)O[C@H]1[C@@H]2[C@H](C)C(=O)O[C@@H]2C[C@@H](C)[C@@H]2[C@@H](O)CC(=O)[C@]21C	.	.	-4%	5%	i	1%	.	11%
COc1ccc(S(=O)(=O)NCc2ccc(C(=O)N3CCc4ccccc4C3)cc2)cc1	3%	?	-5%	2%	-4%	1%	-12%[1.84 µM]	3%
CC(=C/c1ccc(C(C)C)cc1)/C=N/NC(=O)Cn1nnnc1N	-8%	.	-3%	3%	8%	0%	.	-2%
CC(=O)C1=C(O)C(=O)N(c2ccc(S(=O)(=O)Nc3nccs3)cc2)C1c1ccc(F)cc1 (configuration not stated)	.	.	-2%	-7%	-9%	-1%	.	?
Cc1cc(C)n2ncc(/C(N)=N/OC(=O)Nc3ccccc3)c2n1	.	.	3%	-3%	2%	0%	.	19%
CCOC(=O)c1c(C)[nH]c(C)c1C(=O)CN1C(=O)NC2(CCC(C)CC2)C1=O (configuration not stated)	1%	-4%	6%	-8%	i	2%	.	9%

Additional structures follow:
SMILES	ALDH1A1 block	Lamin A splicing	TRb-SRC2 inh	GoLoco inh red	RECQ1 helicase	TR SRC2 fluor cs	SMN2 splice enh	KDM4E inh
Nc1nc(Nc2ccccc2)nc(NCc2ccccc2)c1[N+](=O)[O-]	.	.	2%	6%	-20%	-10%	.	-6%
CCOC(=O)c1cc(-c2ccc(OC(F)F)cc2)nc2nc(SC)[nH]c(=O)c12	?	?	8%	.	-1%	-2%	.	?
COc1ccc(C(=O)NCc2nnc(SCC(=O)Nc3cc(C)on3)o2)cc1OC	7%	.	11%	-6%	i	0%	2%	4%
Cc1csc(CN(C)C(=O)CC2C(=O)NCCN2Cc2ccc(-c3ccccc3)cc2)n1 (configuration not stated)	0%	.	4%	5%	i	-10%	.	6%
Cc1ccc(C(=O)NCCSCc2ccccc2)cc1[N+](=O)[O-]	?	?	1%	11%	-4%	-2%	-21%	-2%
Cc1cccc(C2c3[nH]c4ccccc4c3CCN2C(=O)c2noc3c2CCCC3)n1 (configuration not stated)	-13%	.	-3%	3%	-12%	-4%	.	-1%
COc1ccc(/C=C(\C#N)C(=O)Nc2cc(S(=O)(=O)N3CCCCC3)ccc2N2CCCCC2)cc1	?	-4%	-2%	26%	-16%	1%	-15%	-21%
N#CC1=C(N)Oc2cc(O)ccc2C1C1CCCCC1 (configuration not stated)	?	?	7%	3%	-5%	1%	-43%	-29%
COc1ccccc1C(=O)NCC(=O)OC(C)C(=O)NC(=O)NC1CCCCC1 (configuration not stated)	7%	11%	-4%	-12%	i	1%	-3%	0%
C=C1C(C(=O)N2CCOCC2)C1C(=O)N1CCOCC1 (configuration not stated)	8%	2%	4%	-1%	1%	1%	-1%	4%
CN1CCN(C(=O)c2cc3c(n(-c4ccccc4)c2=O)CC(C)(C)CC3=O)CC1	-1%	-3%	-16%	.	i	3%	.	-18%
CCOCCOC(=O)NCCCCCCNC(=O)OCCOCC	.	.	6%	7%	-5%	5%	.	6%
